Screening results from PubChem BioAssay.
Statin myotox sup – suppressors of statin myotoxicity in C2C12 myotubes, primary screen, cell-based, single point, plate reader; C2C12 myotubes + simvastatin, ATP luminescence, 48 h; scaled: DMSO 0, geranylgeraniol control 100; rescue of ATP level, % at 7.49 µM; 0.78% of 330,000 active;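 active = mean ATP rescue above about 67%, or every replicate alone reaching that limit, limit read from the data, passing the limit was not always enough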;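 also: myotubes were challenged with 10 µM simvastatin during compound exposure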
ERAP1 inh – human ERAP1 aminopeptidase inhibitors, primary screen, biochemical, single point, plate reader. Endoplasmic reticulum aminopeptidase 1 (Homo sapiens), Q9NZ08. inhibition, % at 10.7 µM. recombinant ERAP1, Leu-AMC fluorescence, 60 min. 0.15% of 340,000 active;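 active = mean replicate inhibition of at least 30%, or all replicates individually reaching that 30% level; inactive = mean below 30% and not every replicate reaching it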;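 also: 0% = neutral control wells and 100% = L-leucinethiol positive control wells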
Target sequence (Q9NZ08 whole entry, looked up): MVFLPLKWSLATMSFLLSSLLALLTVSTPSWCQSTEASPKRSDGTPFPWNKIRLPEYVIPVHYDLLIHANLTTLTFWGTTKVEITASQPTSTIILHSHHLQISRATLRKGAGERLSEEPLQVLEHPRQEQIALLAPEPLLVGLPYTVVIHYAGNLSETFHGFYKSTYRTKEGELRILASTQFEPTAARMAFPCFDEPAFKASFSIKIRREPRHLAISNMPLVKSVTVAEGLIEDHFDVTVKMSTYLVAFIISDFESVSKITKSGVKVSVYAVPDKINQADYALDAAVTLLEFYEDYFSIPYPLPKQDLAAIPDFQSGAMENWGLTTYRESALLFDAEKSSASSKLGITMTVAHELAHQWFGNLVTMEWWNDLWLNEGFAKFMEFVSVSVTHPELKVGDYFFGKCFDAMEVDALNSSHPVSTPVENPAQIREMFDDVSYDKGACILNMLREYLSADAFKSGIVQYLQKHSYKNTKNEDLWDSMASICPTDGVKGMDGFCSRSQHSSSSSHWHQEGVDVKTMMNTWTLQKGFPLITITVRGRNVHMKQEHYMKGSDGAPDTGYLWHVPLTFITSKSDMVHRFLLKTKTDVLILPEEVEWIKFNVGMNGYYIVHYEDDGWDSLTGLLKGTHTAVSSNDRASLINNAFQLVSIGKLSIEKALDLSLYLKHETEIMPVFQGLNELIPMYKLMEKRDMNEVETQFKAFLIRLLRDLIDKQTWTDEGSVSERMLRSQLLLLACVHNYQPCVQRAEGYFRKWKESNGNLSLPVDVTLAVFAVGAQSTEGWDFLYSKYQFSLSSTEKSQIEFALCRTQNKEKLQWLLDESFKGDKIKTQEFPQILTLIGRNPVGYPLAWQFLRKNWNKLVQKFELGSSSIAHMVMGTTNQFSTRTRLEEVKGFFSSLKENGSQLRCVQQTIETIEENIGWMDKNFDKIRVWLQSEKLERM
LGR2 inh – inhibitors of bursicon-induced LGR2 CRE-luciferase signal, primary screen, cell-based, HEK293, CRE-luciferase reporter, bursicon stimulation. bursicon-stimulated, 4 h. inhibition, % at 9.99 µM. 0.35% of 380,000 active;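 active = drop in luminescence signal, shown as inhibition above about 50% in the replicate tests, limit read from the data, passing the limit was not always enough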;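 also: agonist challenge used bursicon conditioned medium at about half maximal strength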
PGC1a acetyl inh – inhibitors of PGC1a acetylation signal, primary screen, cell-based, U2OS, AlphaScreen, inhibitor mode. AID 651687, 2012. 0.17% of 350,000 active. AlphaScreen anti-acetyl-lysine; with virally co-expressed GCN5 acetyltransferase. inhibition, % at 15.6 µM;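 active = every replicate shows inhibition of at least 40%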;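 also: 0% = neutral control wells and 100% = positive control wells; some results beyond the cut were filed as inactive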
S100A4 MyoIIA – inhibitors of S100A4-myosin IIA peptide binding, primary screen, biochemical, fluorescence polarization, TAMRA-MyoIIA peptide; Protein S100-A4 (Homo sapiens), P26447; inhibition, % at 10.7 µM; 0.14% of 360,000 active;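 active = mean inhibition of at least 70% across replicates, with every replicate also reaching that level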
Target sequence (P26447 whole entry, looked up): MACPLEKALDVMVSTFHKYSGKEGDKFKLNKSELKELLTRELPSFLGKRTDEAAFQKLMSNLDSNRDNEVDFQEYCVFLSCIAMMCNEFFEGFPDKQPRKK
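Material: S100A4 monomer protein / Buffer or medium: 50 mM HEPES pH 7.2, 10 mM CaCl2, 100 mM KCl / Times: 5 min incubation before reading / Benchmarks: neutral control DMSO, positive control TFP / Reagent: labelled myosin peptide probe, 5 nM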
XiGFP reactiv – activators of inactive X chromosome reactivation, primary screen, imaging, XiGFP fibroblasts, GFP high-content imaging, set 2. AID 743238, 2013. activation, % at 7.58 µM. 0.055% of 360,000 active. XiGFP mouse fibroblasts, % GFP-positive cells imaging, 3 d; cells co-treated with 5-aza-dC sensitizer; scaled so ellipticine positive control = 100%;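 active = mean normalized replicate activation at least 10% and every replicate at or above 10%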;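 also: 0% = median of on-plate neutral control wells and 100% = ellipticine 6 µM median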
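material = 68-5-11 XiGFP fibroblast line | medium = DMEM plus 5-aza-dC sensitizer | schedule = 3 days compound exposure | benchmarks = positive control ellipticine, 6 µM final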
Cneo AK release – Cryptococcus neoformans cell lysis inducers, primary screen, AK release luminescence, single concentration; C. neoformans lysis, adenylate kinase release luminescence, 4 h; normalised: neutral wells 0, clomiphene wells 100; lysis activity, % at 15 µM; 0.2% of 360,000 active;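 active = mean lysis activity across replicates of at least 80%, whatever share of replicates individually reach that level; inactive = mean lysis activity below 80%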
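read-out = cell lysis signal | test system = log-phase Cryptococcus neoformans yeast cells | input = cells at 5 × 10^6 per mL | medium = fresh YPD growth medium | signal = luminescent adenylate kinase detection reagent | timing = 4 h at 37 °C static, read 1 h later | dosing = single dose | controls = Clomiphene as positive lysis control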
SIRT5 block – SIRT5 desuccinylase inhibitors, primary screen, biochemical, fluorescence imaging, single point, set 5. inhibition, % at 15 µM. Purified SirT5, succinyl-peptide AMC, trypsin-coupled fluorescence. 1.1% of 330,000 active. AID 652115, 2013; in the data active = inhibition above about 15%
Active calls of the source: *; / = no result given; & = joins results of further samples. Some of the compounds tested; rates above refer to the full screens.

Second line of a record – Statin myotox sup, ERAP1 inh, LGR2 inh, PGC1a acetyl inh, S100A4 MyoIIA, XiGFP reactiv, Cneo AK release, SIRT5 block
> CCOc1ccccc1OCC(=O)Nc1ccccc1C(=O)NC1CC1
→ /, 1, 2, /, -6, 0.2, 1, 1
> Cc1ccnc(NC(=O)CCC(=O)N(CC(=O)NCc2ccc(F)cc2)Cc2ccco2)c1
→ -6, 2, 9, /, -4, 0.2, -1, 3
> O=C(Nc1ccccc1F)N[C@@H]1CC[C@@H](CCNC(=O)C2CCCC2)O[C@@H]1CO
→ 0, 0, 3, -3, -10, -0.1, -2, 3
> C[C@@H]1CN([C@H](C)CO)C(=O)c2cc(NC(=O)CCC(F)(F)F)ccc2O[C@@H](C)CCCCO[C@H]1CN(C)C(=O)Nc1ccc(C(F)(F)F)cc1
→ /, 2, 40, 3, -2, -1.0, -2, -1
> COc1cccc(-c2ccc3c(c2)O[C@H](CN(C)C(=O)C2CCC2)[C@@H](C)CN([C@@H](C)CO)S3(=O)=O)c1
→ 0, 2, 6, -2, -12, -0.2, 1, 0
> CN(CC(=O)Nc1ccc(Cl)c(Cl)c1)C(=O)C12CC3CC(CC(C3)C1)C2
→ -28, 0, /, -9, -1, 0.0, /, -1
> CC(=O)N(C)C[C@H]1Oc2cc(C#Cc3ccc(F)cc3)ccc2S(=O)(=O)N([C@@H](C)CO)C[C@@H]1C
→ -12, 0, 25, 12, 12, -0.2, 7, 2
> O=C1NC2(CCN(Cc3ccccc3)CC2)Oc2ccccc21
→ /, -6, 2, /, 2, 0.0, /, -7
> Cc1cc(C)cc(N(C(=O)c2csnn2)C(C(=O)NC(C)(C)C)c2cccs2)c1 (configuration not stated)
→ 38, /, 12, -1, /, /, 0, /
> Cc1ccccc1OCCC(=O)OCC(=O)NNC(=O)c1cccs1
→ 5, 2, -4, 2, 1, 0.0, 2, 0
> COC(=O)N(C)C[C@H]1OCc2cnnn2CCCC(=O)N([C@@H](C)CO)C[C@@H]1C
→ 4&-7, 5&0, 2&5, 8&2, -3&-22, -0.1&-0.3, 3&-2, 0&5
> COc1ccc(-c2ccc3nnc(SCC(=O)N4CCCC4)n3n2)cc1
→ 3, 7, 18, /, -1, -0.1, /, -3
> CC(=O)Nc1ccc2c(CN3C(=O)NC(C)(c4ccc(C)cc4)C3=O)cc(=O)oc2c1 (configuration not stated)
→ /, 5, -3, /, -1, -0.1, /, -34
> COc1ccc(C2CC(=O)N3CN(c4ccc(C)c(Cl)c4)CSC3=C2C#N)cc1 (configuration not stated)
→ 18, 6, 4, 2, -3, 0.1, 2, -1
> O=[N+]([O-])c1ccc(S(=O)(=O)Nc2ccc(-c3ccccc3)cc2)cc1
→ -4, -9, 1, 0, -15, 0.1, -2, -3

Some of the entries so far, with each value named.
COc1ccc(-c2ccc3nnc(SCC(=O)N4CCCC4)n3n2)cc1
- Statin myotox sup: 3
- ERAP1 inh: 7
- LGR2 inh: 18
- PGC1a acetyl inh: /
- S100A4 MyoIIA: -1
- XiGFP reactiv: -0.1
- Cneo AK release: /
- SIRT5 block: -3
CCOc1ccccc1OCC(=O)Nc1ccccc1C(=O)NC1CC1
- Statin myotox sup: /
- ERAP1 inh: 1
- LGR2 inh: 2
- PGC1a acetyl inh: /
- S100A4 MyoIIA: -6
- XiGFP reactiv: 0.2
- Cneo AK release: 1
- SIRT5 block: 1
Cc1cc(C)cc(N(C(=O)c2csnn2)C(C(=O)NC(C)(C)C)c2cccs2)c1 (configuration not stated)
- Statin myotox sup: 38
- ERAP1 inh: /
- LGR2 inh: 12
- PGC1a acetyl inh: -1
- S100A4 MyoIIA: /
- XiGFP reactiv: /
- Cneo AK release: 0
- SIRT5 block: /

Remaining list, next part.
Second line of a record – Statin myotox sup, ERAP1 inh, LGR2 inh, PGC1a acetyl inh, S100A4 MyoIIA, XiGFP reactiv, Cneo AK release, SIRT5 block
> CN(CCCNS(=O)(=O)c1cccc2cccnc12)Cc1ccccc1
→ 3, /, -2, 6, 1, 0.1, -1, /
> CCOC(=O)c1sc(NC(=O)CSc2nnnn2-c2ccccc2)nc1C
→ -6, -2, 7, 7, -8, /, 0, -3
> O=c1c2ccccc2c(=O)n(-c2ccccc2)n1-c1ccccc1
→ 0, -3, 4, /, -4, -0.1, -1, -1
> CN1CCN(C(=O)C[C@H]2CC[C@H]3[C@@H](COC[C@@H](O)CN3C(=O)Nc3cc(Cl)cc(Cl)c3)O2)CC1
→ -22, -2, -7, 5, -4, -0.1, -4, 6
> CCOC(=O)c1sc(=NC(=O)c2ccc(Br)cc2)n(C)c1C
→ -3, 0, -6, -3, 0, 0.0, -3, -4
> Cc1cc(C)cc(OCC(=O)NNC(=O)CCC(=O)NCc2ccccc2)c1
→ 0, 1, -5, /, 5, /, 1, 0
> CCOC(=O)c1ccc(-n2c(CN(CC)CC)nc3ccc([N+](=O)[O-])cc3c2=O)cc1
→ 6, -1, -12, 0, -16, -0.2, /, 2
> O=C(Nc1ncccn1)C12CC3CC(CC(C3)C1)C2
→ /, /, 7, -2, -6, 0.1, 1, -1
> CNC(=O)C[C@H]1CC[C@H]2[C@@H](COC[C@@H](O)CN2Cc2ccc(Cl)c(Cl)c2)O1
→ 14, /, 1, 5, /, -0.1, -1, /
> Cc1oc2c(F)c(F)c(F)c(F)c2c1S(=O)(=O)Nc1cccc(C(F)(F)F)c1
→ /, -3, 44, /, -24, -0.1, -2, 0
> COc1ccc(OCCCN2CCC(C(O)(c3ccccc3)c3ccccc3)CC2)cc1
→ /, 1, -6, /, -1, -0.1, /, /
> CC(C)NC(=O)Nc1ccc2c(c1)C(=O)N([C@H](C)CO)C[C@H](C)[C@H](CN(C)CC1CCCCC1)OCCCC[C@@H](C)O2
→ /, 3, 2, 1, 6, 0.1, 12, -4
> C[C@H]1CNC(=O)c2c(C(=O)Nc3cccc(Cl)c3)ncn21
→ -8, 0, -16, /, -2, 0.0, -1, /
> C[C@@H]1CN([C@H](C)CO)C(=O)c2cc(NS(=O)(=O)c3cn(C)cn3)ccc2O[C@@H](C)CCCCO[C@H]1CN(C)S(=O)(=O)c1cn(C)cn1
→ /, -2, 0, 10, 6, -0.1, 2, -3
> Fc1ccc(CSc2nnc(-c3cccs3)o2)cc1
→ /, 3, -33, /, -11, /, /, -3

Further records:
Second line of a record – Statin myotox sup, ERAP1 inh, LGR2 inh, PGC1a acetyl inh, S100A4 MyoIIA, XiGFP reactiv, Cneo AK release, SIRT5 block
> Cc1ccc(-n2ncc3c(NCc4ccco4)ncnc32)c(C)c1
→ 13, -3, -1, 1, -10, -0.1, 2, 0
> Cc1ccc(NC(=O)CN2C(=O)S/C(=C/c3ccc(-c4cccc(C(=O)O)c4)o3)C2=O)cc1
→ /, 1, 23, -10, 0, 0.0, /, -1
> CC(=O)Nc1ccc(NC(=O)CSc2nnc(COc3ccccc3C)n2CC2CCCO2)cc1 (configuration not stated)
→ 0, -3, 16, 4, -2, 0.0, -5, -2
> COC(=O)[C@]1(Cc2ccccc2)N[C@H](CN(C)C(=O)Nc2ccc(C)cc2)[C@@H]2C(=O)N(C)C(=O)[C@@H]21
→ -15, -3, -35, /, -1, 0.3, 0, -6
> Cc1noc(C)c1COC(=O)CCCc1nc2ccccc2s1
→ 7, /, -5, -3, /, /, 0, /
> COc1ccc(/C(C)=N/NC(=O)c2cc(C)[nH]n2)c(OC)c1
→ -2, 1, -3, /, -7, 0.0, 1, 0
> CC(C)NC(=O)Nc1ccc2c(c1)C(=O)N(C)[C@H]1CC[C@@H](CC(=O)NCC(F)(F)F)O[C@@H]1CO2
→ -4, /, -10, 0, /, 0.2, 0, /
> c1ccc(OCc2nc3c4c(ncn3n2)-c2ccccc2CC42CCCC2)cc1
→ /, -3, 11, 0, 1, 0.0, 0, -2
> N/C(=N\OC(=O)c1cccc2ccccc12)c1cccnc1
→ 7, 13, -77, -3, 6, 0.0, /, -3
> C[C@H]1CN([C@@H](C)CO)C(=O)c2cccc(NC(=O)Nc3ccc4c(c3)OCO4)c2O[C@H]1CN(C)Cc1ccc(Oc2ccccc2)cc1
→ 42, -1, 14, /, 10, 0.0, -3, -3
> [N-]=[N+]=NCc1ccccc1C[C@]1(C(=O)NCCN2CCOCC2)COC(c2ccc(OCCCO)cc2)=N1
→ /, -6, /, /, 1, /, 3, 0
> C=CCSc1nc2c(c(=O)[nH]1)C(c1ccccc1)C(C#N)=C(N)O2 (configuration not stated)
→ 6, /, -12, -9, 2, /, /, 9
> COC(=O)C[C@H]1CC[C@H]2[C@@H](COc3ccc(NC(=O)Nc4cccc(Cl)c4)cc3C(=O)N2C)O1
→ 15, 1, -6, 7, 10, 0.0, -6, -2
> CCCCN1C(=O)C(=O)N(CC(=O)Nc2cc(OCC)c(N3CCOCC3)cc2OCC)C1=O
→ 11, -6, 8, 5, -1, 0.1, 0, 6
> COCCNC(=O)c1cc2c(c(-c3cccc(-c4cc5ccccc5o4)c3)n1)[C@H](CCO)N(S(=O)C(C)(C)C)C2 (some centres not stated)
→ 3, 2, 7, -6, -18, 0.0, -4, -2

Grouped by structure, the compounds so far with a tert-butyl group (2)
Second line of a record – Statin myotox sup, ERAP1 inh, LGR2 inh, PGC1a acetyl inh, S100A4 MyoIIA, XiGFP reactiv, Cneo AK release, SIRT5 block
> Cc1cc(C)cc(N(C(=O)c2csnn2)C(C(=O)NC(C)(C)C)c2cccs2)c1 (configuration not stated)
→ 38, /, 12, -1, /, /, 0, /
> COCCNC(=O)c1cc2c(c(-c3cccc(-c4cc5ccccc5o4)c3)n1)[C@H](CCO)N(S(=O)C(C)(C)C)C2 (some centres not stated)
→ 3, 2, 7, -6, -18, 0.0, -4, -2

Additional entries follow.
Second line of a record – Statin myotox sup, ERAP1 inh, LGR2 inh, PGC1a acetyl inh, S100A4 MyoIIA, XiGFP reactiv, Cneo AK release, SIRT5 block
> COc1ccccc1C(=O)NCC(=O)OCC(=O)Nc1nnc(-c2ccccc2)o1
→ 4, 3, -14, 2, -17, 0.0, -1, -11
> CCOc1ccc(CN(C)C(=O)CN2C(=O)NC3(CCCc4ccccc43)C2=O)cc1 (configuration not stated)
→ 5, 7, 7, -4, -20, -0.4, 1, -5
> COc1ccc(N(CC(=O)NCCSC2CCCCC2)S(=O)(=O)c2ccccc2)cc1OC
→ -2, -8, -16, /, 7, 0.0, 3, -2
> O=C1C(Cc2ccc(O)cc2)NC(=S)N1C1CCCCC1 (configuration not stated)
→ 2, -1, -6, -2, 3, 0.4, -1, -3
> C[C@H]1CN([C@@H](C)CO)C(=O)CCCn2nncc2CO[C@@H]1CN(C)CC1CC1
→ 11, -2, 7&-2, 0, 4&-4, 0.1&0.1, 4, -1&-4
> COCC#Cc1ccc([C@@H]2[C@@H](CO)N3CCCCN(Cc4cccnc4)C[C@H]23)cc1
→ /, /, -13, 4, /, 0.0, 2, /
> O=C(O)CCCC(=O)NNc1nc(-c2ccccc2)c2cc(Cl)ccc2n1
→ 4, 1, 14, -3, -4, 0.0, 1, -3
> CC(C)NC(=O)CSc1ccccc1C(=O)N1CCN(S(=O)(=O)Cc2ccccc2)CC1
→ /, 0, -28, /, -2, -0.1, /, 1
> COc1cccc(C=NNC(=O)C2CC2)c1
→ 9, 2, -12, 0, -1, 0.2, 4, /
